PAFAH2 FP inh = inhibitors of human PAFAH2; Q99487; AID 492956; hit rate 0.99% among 340,000; inhibition, % at 3.39 µM; recombinant PAFAH2, FP-rhodamine activity probe, fluorescence polarization;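 active means inhibition above the mean over all tested compounds plus 3 SD, cut at about 30% in these data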;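 further: inhibitors block probe labeling of enzyme so polarization drops; 0% = enzyme with DMSO and 100% = wells lacking PAFAH2 protein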
procasp7 counter = counter-screen for procaspase-3 activators: activators of human procaspase-7; recombinant procaspase-7, Ac-DEVD-pNA absorbance 405 nm; D23A/D198A/D206A triple mutant, cannot self-cleave; scale: DMSO 0, 5 µM enzyme 100; activation, % at 8.5 µM; hit rate 0.093% among 330,000;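 active means percent activation above the screen-wide mean plus 3 SD, cut at about 25% in these data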
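System: Uncleavable procaspase-7 mutant enzyme; Amount: 2 µM procaspase-7 mutant as dispensed; Schedule: 1 h compound preincubation, 2 h substrate cleavage, 25 °C; Measured by: 405 nm absorbance of p-nitroaniline; Evaluation: percent activation from buffer-corrected 0–120 min absorbance change; Control set: low DMSO alone, high DMSO plus 5 µM PC-7.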
TPT1 inhibitor = C. albicans TPT1 enzyme inhibition | recombinant caTPT1, FP RNA substrate dephosphorylation | inhibition, % at 5 µM | hit rate 0.81% among 300,000 | AID 1962;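 active means inhibition above the mean of all tested compounds plus 3 SD, set per screening campaign, cut at about 24% in these data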;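 further: plate controls were DMSO alone for no effect and ferristatin control at 100 nM for full effect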
AHR activator = activates the human aryl hydrocarbon receptor; P35869; AHR-responsive luciferase reporter cells, luminescence; activation, % at 5 µM; hit rate 2.5% among 320,000; AID 2796; in the data active means activation above about 47%;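 further: 0% = vehicle wells and 100% = reference agonist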
Target sequence (P35869 whole entry, looked up): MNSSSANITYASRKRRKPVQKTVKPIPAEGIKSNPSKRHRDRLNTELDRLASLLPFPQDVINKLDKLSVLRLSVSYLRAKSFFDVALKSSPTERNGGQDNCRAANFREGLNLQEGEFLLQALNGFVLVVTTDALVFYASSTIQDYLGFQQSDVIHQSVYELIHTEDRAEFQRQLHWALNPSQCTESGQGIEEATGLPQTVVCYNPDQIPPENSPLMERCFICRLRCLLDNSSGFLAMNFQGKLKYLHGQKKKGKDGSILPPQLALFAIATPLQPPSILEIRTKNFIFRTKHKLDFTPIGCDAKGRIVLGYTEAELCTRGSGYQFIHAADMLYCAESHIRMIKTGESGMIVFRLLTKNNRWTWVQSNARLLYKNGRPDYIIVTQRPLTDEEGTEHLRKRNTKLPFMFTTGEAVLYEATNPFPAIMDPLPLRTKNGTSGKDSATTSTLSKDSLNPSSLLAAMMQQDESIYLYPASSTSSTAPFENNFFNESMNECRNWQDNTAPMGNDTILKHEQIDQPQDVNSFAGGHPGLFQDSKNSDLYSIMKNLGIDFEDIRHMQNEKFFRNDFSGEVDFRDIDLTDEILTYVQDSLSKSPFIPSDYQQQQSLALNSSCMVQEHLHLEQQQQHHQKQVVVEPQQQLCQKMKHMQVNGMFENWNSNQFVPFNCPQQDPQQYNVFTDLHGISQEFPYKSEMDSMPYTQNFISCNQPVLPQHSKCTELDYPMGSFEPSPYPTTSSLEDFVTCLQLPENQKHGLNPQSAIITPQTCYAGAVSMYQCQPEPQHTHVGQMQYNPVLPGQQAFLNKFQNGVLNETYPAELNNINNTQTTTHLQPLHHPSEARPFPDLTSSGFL
Fh CTSL1 inh = blocks F. hepatica cathepsin L1 in PFM18AAP counter-screen. recombinant F. hepatica cathepsin L1, Z-Leu-Arg-MCA fluorescence. hit rate 0.49% among 300,000. inhibition, % at 5.96 µM;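 active means inhibition above the mean of all tested compounds plus 3 SD, set per screening campaign, cut at about 17% in these data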;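 further: 0% = plate median of test compound wells and 100% = 1 µM Z-Phe-Ala-diazomethylketone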
procasp3 activ = activators of human procaspase-3; recombinant procaspase-3 D3A, Ac-DEVD-pNA absorbance 405 nm; activation, % at 8.5 µM; hit rate 0.11% among 330,000;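 active means activation above the mean of all tested compounds plus 3 SD, cut at about 21% in these data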;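 further: 0% = DMSO alone and 100% = DMSO wells spiked with extra 5 µM PC-3 D3A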
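Compound: 8.5 µM single point, 0.8% DMSO / Material: Autoprocessing-dead procaspase-3 D3A mutant enzyme / Timing: 1 h preincubation plus 2 h reaction at 25 °C / Medium: Zinc-free HEPES/NaCl buffer with 0.01% Triton X-100 at pH 7.4 / Technique: 405 nm absorbance of p-nitroaniline, reads at 0 and 120 min / Repeats: one well per compound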
HCV core dimer = HCV core protein dimerization inhibition; hit rate 0.33% among 300,000; TR-FRET GST/Flag-core106 dimerization, 1536-well; inhibition, % at 5 µM;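 active means inhibition above the mean of all tested compounds plus 3 SD, set per screening campaign, cut at about 45% in these data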
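Material: Tagged HCV core106 pair (GST and Flag) | Amount: GST-core106 13.5 nM, Flag-core106 17 nM | Medium: KF-containing HEPES buffer, pH 7.45, DTT, CHAPS, BSA | Reagent: Eu donor and XL665 acceptor anti-tag antibodies | Schedule: 4 h at 22.5 °C | Technique: Time-resolved FRET, ex 340 nm, em 617 and 671 nm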
PP5 inh = blocks human protein phosphatase 5 activity | AID 1987 | P53041 | purified PP5c, OMFP substrate fluorescence | hit rate 0.18% among 320,000 | inhibition, % at 6.7 µM;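 active means inhibition above the campaign's mean inhibition across all tested compounds plus 3 SD, cut at about 9.5% in these data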;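 further: 0% = DMSO only and 100% = 100 µM cantharidin control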
PP1 counter = PP1-alpha (human) inhibition in PP5 counter-screen; purified PP1alpha, OMFP fluorescence; hit rate 0.9% among 320,000; P62136; AID 2235; inhibition, % at 6.7 µM;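 active means inhibition above the mean inhibition of all tested compounds plus 3 SD, computed separately for each screening campaign, cut at about 15% in these data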
Starred values were filed as active, the others as inactive; . = no result given.

SMILES	PAFAH2 FP inh	procasp7 counter	TPT1 inhibitor	AHR activator	Fh CTSL1 inh	procasp3 activ	HCV core dimer	PP5 inh	PP1 counter
Cc1cccc(NC(=O)C2C3C=CC(O3)C2C(=O)O)c1C (stereo not drawn)	2	0	-2	4	2	5	-12	10*	2
CC(=O)N1CCc2cc(Br)cc(S(=O)(=O)NCCCN3CCCC(C)C3)c21 (stereo not drawn)	-4	3	-2	1	-3	1	-4	-2.0	1
O=C(c1ccco1)N1CCN(Cc2nnnn2CC2CCCO2)CC1 (stereo not drawn)	-7	-1	-3	0	-2	-2	10	-0.1	3
O=C1/C(=C/c2ccco2)Cc2ccccc21	12	-10	-3	3	-1	-3	-13	4.0	-1
COC(=O)[C@H]1[C@@H](C)N(Cc2ccccc2)C(=O)N[C@H]1c1cccc(C(F)(F)F)c1	-4	3	2	2	0	5	6	1.2	-1
CC1CC(C)(C)NC(C)c2ccccc21 (stereo not drawn)	6	7	-3	-1	2	3	0	1.5	-4
COc1ccc(Cn2cc3c(-c4ccc(F)cc4)nnc-3c3cc(OC)c(OC)cc32)cc1	0	22	11	9	0	0	0	2.4	10
CCOC(=O)c1c(C)nc2sc(C(=O)Nc3ccc(C(C)=O)cc3)c(N)c2c1-c1ccc(OC)cc1	-27	-12	-1	-3	4	-14	-18	4.0	-1
O=C(c1ccc(Cl)c([N+](=O)[O-])c1)N1CCN(S(=O)(=O)c2ccc(Cl)cc2)CC1	-1	10	.	1	.	0	.	2.2	2
Cn1c(C2=C(O)CN(c3ccc4c(c3)OCCO4)C2=N)nc2ccccc21	4	1	5	12	-3	-2	-4	3.1	-2
COc1cccc(C(=O)NCC(=O)NCc2cc(=O)n(C)c(=O)n2C)c1	-5	-2	1	0	-2	0	-1	2.3	-5
CN1CCC(=NNC(=O)COc2ccc(Cl)cc2)CC1	4	-4	5	1	1	5	-7	1.0	4
Cc1noc(C(=O)N(C)c2ccccc2)c1Cl	-2	13	2	2	-1	2	-5	1.4	-1
COc1ccc(CC(=O)NCc2nnc(SCC(=O)c3ccc(OC)cc3)n2C)cc1	2	-8	-2	0	0	3	3	-0.9	-2
C#CCOCCOCCOCCNc1nc(N2CCN(C(=O)CCCCCCCCCCNC(=O)[C@@H](CCSC)n3cc(CCO)nn3)CC2)nc(N2CCN(C(=O)CCCCCCCCCCNC(=O)[C@H](CCSC)n3cc(CCO)nn3)CC2)n1	-7	-7	-1	0	4	6	13	3.2	23*
CN(C)C1=NC(=O)/C(=C/c2ccc(-c3ccc(S(N)(=O)=O)cc3)o2)S1	.	-15	17	24	3	-13	-20	0.5	2
CNc1ccc(Br)cc(C(=O)/C=C/c2cccc(OC)c2OC)c1=O	13	-2	41*	4	1	-17	0	-0.7	9
Cc1c(C(=O)NCc2cccnc2)oc2ccc(S(=O)(=O)N3CCC4(CC3)OCCO4)cc12	-2	5	-5	0	1	2	11	1.4	1
CS(=O)(=O)c1ccc(C(=O)OCC(=O)NC23CC4CC(CC(C4)C2)C3)cc1[N+](=O)[O-]	-1	10	2	-2	-4	5	12	5.1	5
Cc1ccc(C)c(N2CCN(S(=O)(=O)c3ccc4c(c3)CCN4C(=O)CCC(=O)O)CC2)c1	2	5	1	-1	1	0	28	0.8	-4
CCOC(=O)CSc1nc2cc(C)cc(C)c2cc1C#N	4	-7	-2	11	1	7	5	0.4	2
COc1cccc(OCc2nc3ccccc3c(=O)n2N)c1	-6	1	-2	13	0	-4	1	-0.8	-2
CCOC(=O)c1ccccc1NC(=O)COC(=O)C1CCN(S(=O)(=O)c2ccccc2C(=O)OC)CC1	2	-4	-1	4	0	-4	3	0.8	5
COc1cc(-c2cc(C(=O)Nc3ccc(C)c(S(=O)(=O)N4CCOCC4)c3)c3ccccc3n2)cc(OC)c1OC	-30	9	.	4	.	5	.	.	.
N#CC1(NC(=O)CN2C(=O)c3ccc([N+](=O)[O-])cc3C2=O)CCCCC1	-5	5	-1	-2	2	11	0	-1.4	-1

Profiles as entered above. Order of screens: PAFAH2 FP inh | procasp7 counter | TPT1 inhibitor | AHR activator | Fh CTSL1 inh | procasp3 activ | HCV core dimer | PP5 inh | PP1 counter
Profile of CCOC(=O)c1c(C)nc2sc(C(=O)Nc3ccc(C(C)=O)cc3)c(N)c2c1-c1ccc(OC)cc1 = -27 | -12 | -1 | -3 | 4 | -14 | -18 | 4.0 | -1
Profile of O=C(c1ccc(Cl)c([N+](=O)[O-])c1)N1CCN(S(=O)(=O)c2ccc(Cl)cc2)CC1 = -1 | 10 | . | 1 | . | 0 | . | 2.2 | 2
Profile of Cc1ccc(C)c(N2CCN(S(=O)(=O)c3ccc4c(c3)CCN4C(=O)CCC(=O)O)CC2)c1 = 2 | 5 | 1 | -1 | 1 | 0 | 28 | 0.8 | -4
Profile of CN1CCC(=NNC(=O)COc2ccc(Cl)cc2)CC1 = 4 | -4 | 5 | 1 | 1 | 5 | -7 | 1.0 | 4
Profile of CC1CC(C)(C)NC(C)c2ccccc21 (stereo not drawn) = 6 | 7 | -3 | -1 | 2 | 3 | 0 | 1.5 | -4

The main list resumes with the 3 entries that preceded the break.
SMILES	PAFAH2 FP inh	procasp7 counter	TPT1 inhibitor	AHR activator	Fh CTSL1 inh	procasp3 activ	HCV core dimer	PP5 inh	PP1 counter
CCOC(=O)c1ccccc1NC(=O)COC(=O)C1CCN(S(=O)(=O)c2ccccc2C(=O)OC)CC1	2	-4	-1	4	0	-4	3	0.8	5
COc1cc(-c2cc(C(=O)Nc3ccc(C)c(S(=O)(=O)N4CCOCC4)c3)c3ccccc3n2)cc(OC)c1OC	-30	9	.	4	.	5	.	.	.
N#CC1(NC(=O)CN2C(=O)c3ccc([N+](=O)[O-])cc3C2=O)CCCCC1	-5	5	-1	-2	2	11	0	-1.4	-1
CCOc1ccccc1NC(=O)COC(=O)Cc1ccc(-c2ccccc2)cc1	-7	3	1	0	2	3	5	2.7	21*
Cn1c(/C(C#N)=C(\O)c2ccc([N+](=O)[O-])s2)nc2ccccc21	-5	0	-5	12	0	-4	-11	0.9	-1
Cc1cccc(Nc2ncnc3nc[nH]c23)c1	12	-1	-2	13	5	10	-2	1.4	-2
CCn1c(C)nc2cc(C#N)ccc21	0	6	1	2	-1	3	0	-1.1	0
CCCCNC(=O)c1ccc2c(c1)N(C)C(=O)c1ccccc1S2	-3	2	-2	11	-4	0	8	4.2	2
CC(NC(=O)NC1CCCCC1)C(c1cccs1)N1CCN(c2ccccc2)CC1 (stereo not drawn)	1	6	-5	1	-2	6	2	1.4	4
COc1cccc(-n2c(C)c(C(C)=O)c(C(C)=O)c2C)c1	-5	1	-3	3	-1	-7	0	-0.4	-4
COc1ccc(NS(=O)(=O)c2cn(C)cn2)cc1OC	-6	8	0	0	-2	2	-8	-0.4	-2
O=C(Nc1cccc(Cl)c1)c1cccnn1	2	3	-1	109*	-2	0	-1	-1.4	0
CCCNC(=O)C(Cc1ccc(C(F)(F)F)cc1)NC(=O)c1ccc(C#N)cc1 (stereo not drawn)	6	8	.	0	.	2	.	0.9	-3
CCc1cccc(NC(=S)N(CCCN2CCOCC2)C(C)c2cc3cccc(OC)c3o2)c1 (stereo not drawn)	-4	0	1	2	0	-3	7	4.1	1
COc1cc(/C=N/NC(=O)c2cccc3ccccc23)ccc1OCC(N)=O	8	3	-2	9	-5	5	3	-1.9	-4
Cc1cccc(NC(=O)Cn2c(=O)oc3cc(S(=O)(=O)N4CCCC4)ccc32)n1	5	1	-1	1	4	9	-2	0.9	0
CCN(C[C@H]1N[C@@](Cc2ccccc2)(C(=O)OC)[C@H]2C(=O)N(C)C(=O)[C@@H]12)S(=O)(=O)c1ccc(C(C)(C)C)cc1	6	8	.	1	.	1	.	.	.
CCOCCCNCc1ccc(OCc2ccccc2C)c(OC)c1	-5	-3	-1	4	-1	0	-1	1.0	2
COc1cccc(C(=O)c2ncc(C(F)(F)F)cc2Cl)c1	-1	12	-3	-1	2	0	0	2.6	1
Cc1cccc(-n2c(C)cc(C=C3C(=O)c4ccccc4C3=O)c2C)c1	11	-15	8	-4	3	-13	0	1.8	-1
Cc1cccc2cc(C#N)c(SCC(=O)NCc3cccs3)nc12	-10	5	2	15	0	6	-54	3.6	0
CCN=c1scc(C)n1/N=C/c1ccc(O)c(O)c1O	13	-22	-2	-2	1	-17	-33	2.9	6
CCOC(=O)C1=C2SCCN2C(=O)C(C#N)C1(C)C (stereo not drawn)	9	11	-7	-4	-5	-2	-3	0.6	0
COC(=O)C1CSC(C(=O)OC)N1C(=O)Nc1ccc(Cl)cc1 (stereo not drawn)	-1	6	-1	-6	0	-5	-9	-1.4	0
NC1=NC[C@H](Cc2ccccc2)N1CCc1cccc(F)c1	2	2	-2	0	-4	8	7	-0.7	-4
CCN1C(=O)N[C@@H](c2cccc(C(F)(F)F)c2)[C@H](C(=O)OC)[C@H]1C	3	1	2	2	-17	-1	-13	-1.2	0
Cc1c(Nc2nc3ccccc3nc2NS(=O)(=O)c2ccccc2)c(=O)n(-c2ccccc2)n1C	7	-1	0	1	1	3	1	-0.5	5
CC(C)CNC(=O)c1nc(-c2ccccc2)n(-c2ccccc2)n1	-2	-2	0	0	4	-4	7	1.2	-1

Later entries.
SMILES	PAFAH2 FP inh	procasp7 counter	TPT1 inhibitor	AHR activator	Fh CTSL1 inh	procasp3 activ	HCV core dimer	PP5 inh	PP1 counter
Cc1cc(C(=O)NN=C(Cc2ccccc2)Cc2ccccc2)c(C)o1	-7	-13	-5	58*	4	-7	-8	-5.2	-12
COc1cccc(C(=O)Nc2cc(Cl)c(O)c(Cl)c2)c1	-6	6	0	33	-1	-3	-13	-0.4	0
CCCCOc1ccc(C(NC(=O)OCC)NC(=O)OCC)cc1	6	-5	-3	3	0	8	-2	0.5	-2
Nc1ccc(S(=O)(=O)c2ccccc2)nc1	-1	4	0	-1	2	4	4	-0.7	-1
O=C(NCc1ccccc1Cl)c1ccncc1	-3	-12	-1	1	-4	6	-5	0.2	-2
CC(C)(C)n1nc(C2CC2)cc1NC(=O)Nc1ccc(Cl)cc1	1	1	-3	6	-1	-1	-4	-4.4	-6
O=c1c(NCCc2ccccc2)c(-c2ccccc2)c1=O	2	-2	4	13	0	1	-4	0.1	5
COc1ccccc1CN1CC(C(=O)NCc2cnn(C)c2)CCC1=O (stereo not drawn)	3	9	-1	1	0	3	1	2.7	1
COc1ccccc1OCCCC(=O)Nc1nccs1	4	5	1	27	-2	3	-2	-2.9	-5

High-throughput results deposited in PubChem BioAssay by The Scripps Research Institute Molecular Screening Center.
